TbPYK inhibitor – qHTS of Trypanosoma Brucei Inhibitors; pyruvate kinase (Trypanosoma brucei), Q57TT1; Potency, µM (doses to about 76.8 µM), for inactives: at the highest dose activity, negative = inhibition, most hits filed as inhibitors; TbPYK enzyme, Kinase-Glo Plus ATP luminescence, 45 min; 410,000 tested, 0.12% active; note: potency is the fitted concentration of half-maximal effect; % is set by controls: 0 for no effect and ±100 for the full control effect; nearly all actives have a fitted effect of over 50% in size
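Luminescence from Kinase-Glo Plus, added after a 45-minute room-temperature reaction, served as the end-point read-out. The enzyme and substrate were preincubated with compound before ADP (130 uM final) initiated turnover. Concentration-effect curves came from normalized qHTS data.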
AmpC no deterg – qHTS Inhibitors of AmpC Beta-Lactamase (assay without detergent) | P00811 | AmpC nitrocefin hydrolysis, absorbance 480 nm, 0.0001% Triton | Potency, µM (top dose mostly 57.1 µM), inactives show top-dose activity change, negative = inhibition, most hits filed as inhibitors | 330,000 tested, 0.52% active | AID 485341, 2010;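 note: potency is the fitted concentration of half-maximal effect; plate controls were no compound for no effect and no enzyme for full effect; nearly all actives have a fitted effect of over 20% in size; some results filed as inactive show a strong effect at the top dose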
Target sequence (P00811 whole entry, looked up): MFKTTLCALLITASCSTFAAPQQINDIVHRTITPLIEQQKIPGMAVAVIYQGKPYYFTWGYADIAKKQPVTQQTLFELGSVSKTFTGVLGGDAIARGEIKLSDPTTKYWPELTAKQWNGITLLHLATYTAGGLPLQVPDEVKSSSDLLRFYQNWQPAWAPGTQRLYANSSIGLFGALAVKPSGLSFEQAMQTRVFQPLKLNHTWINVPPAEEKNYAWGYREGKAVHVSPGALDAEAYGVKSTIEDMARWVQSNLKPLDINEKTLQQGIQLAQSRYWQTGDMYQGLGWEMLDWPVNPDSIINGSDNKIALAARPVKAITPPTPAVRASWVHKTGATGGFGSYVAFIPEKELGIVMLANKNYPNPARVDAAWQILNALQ
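AmpC (5.3 nM in the dispensed reagent) in 20 mM phosphate pH 7.0 with 0.01% (detergent screen) or 0.0001% Triton X-100 was preincubated with compounds for 15 min at room temperature. Nitrocefin was then added from an 800 uM solution, and hydrolysis was followed at 480 nm.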
Shiga toxin inh – A qHTS for Small Molecule Inhibitors of Shiga Toxin; Vero cells, Shiga toxin protein synthesis inhibition reporter; inhibition, % at 38.7 µM; 290,000 tested, 9.2% active; in the data active = inhibition mostly above about 28%, no sharp cut-off; inactive = mostly below about 43%; note: 0% is about no effect
CHX counter – Cycloheximide Counterscreen for Small Molecule Inhibitors of Shiga Toxin. cell reporter, cycloheximide protein synthesis inhibition counterscreen. max response, %. 300,000 tested, 12% active. AID 2314, 2010; in the data active = max response mostly above about 13%, no sharp cut-off; inactive = mostly below about 14%; note: read at 38.3 µM for the half of the compounds with a filed dose; 0% is about no effect
Pf growth 48h – Primary qHTS for delayed death inhibitors of the malarial parasite plastid, 48 hour incubation | P. falciparum luciferase growth in erythrocytes, 48 h | Potency, µM (titrated, usually from 28.7 µM), inactives show at the top dose activity change, negative = inhibition, usual class: inhibitors | 310,000 tested, 5.9% active; note: potency is the fitted concentration of half-maximal effect; % is set by controls: 0 for no effect and ±100 for the full control effect
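Compounds are pin-transferred into medium, infected erythrocytes (2% hematocrit, 0.1% parasitemia final) are added, and plates sit one parasite generation at 37 C in 5% CO2. Detection reagent is then added and luminescence measured.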
LmPK inh – qHTS Assay for Inhibitors of Leishmania Mexicana Pyruvate Kinase (LmPK) | AID 1721, 2009 | Potency, µM (top dose mostly 57.5 µM), for the others: top-dose activity change, negative = inhibition, usual class: inhibitors | 290,000 tested, 0.37% active | Q27686 | purified LmPK, Kinase-Glo ATP luminescence, 1 h; note: potency is the fitted concentration of half-maximal effect; % is set by controls: 0 for no effect and ±100 for the full control effect
Target sequence (Q27686 whole entry, looked up): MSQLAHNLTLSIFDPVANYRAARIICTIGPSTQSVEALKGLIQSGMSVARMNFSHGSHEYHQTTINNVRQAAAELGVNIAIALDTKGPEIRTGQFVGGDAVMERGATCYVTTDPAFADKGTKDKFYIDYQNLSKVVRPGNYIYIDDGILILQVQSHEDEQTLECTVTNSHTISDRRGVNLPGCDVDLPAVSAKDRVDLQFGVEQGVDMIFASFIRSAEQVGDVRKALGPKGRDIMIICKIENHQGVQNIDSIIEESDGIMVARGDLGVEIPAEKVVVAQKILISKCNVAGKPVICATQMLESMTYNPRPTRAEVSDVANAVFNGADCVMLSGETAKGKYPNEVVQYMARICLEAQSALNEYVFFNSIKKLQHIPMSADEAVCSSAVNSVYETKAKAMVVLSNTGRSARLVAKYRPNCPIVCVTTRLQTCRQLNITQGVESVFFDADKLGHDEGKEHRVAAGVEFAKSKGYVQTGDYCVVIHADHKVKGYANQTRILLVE
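Purified LmPK (0.1 nM) converted ADP (0.1 mM) to ATP with PEP (0.5 mM) in imidazole buffer pH 7.2 with KCl and MgCl2, 1 h at room temperature. ATP was read by Kinase-Glo luminescence; data normalized to uninhibited and no-enzyme controls.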
Pf growth 96h – Primary qHTS for delayed death inhibitors of the malarial parasite plastid, 96 hour incubation | 320,000 tested, 6.9% active | P. falciparum luciferase reporter growth, 96 h | Potency, µM (highest dose often 28.7 µM), for the others: at the top dose activity change, negative = inhibition, actives largely listed as inhibitors; note: potency is the fitted concentration of half-maximal effect; % is set by controls: 0 for no effect and ±100 for the full control effect
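Erythrocytes infected with luciferase-expressing P. falciparum were dispensed at 2% hematocrit and 0.05% parasitemia (final), then incubated with compounds 96 hours at 37 C in 5% CO2. Luminescence after detection reagent addition reported growth.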
Numbers without * were called inactive; ? = inconclusive; nt = not tested or not shown; & = joins results of further samples; [ ] = another dose, or the depositor's remark. Unless noted, calls come from the whole dose curve; as a rule, active = well fitted curve in the direction sought with a large enough effect; inconclusive = small, poorly fitted or top-dose-only effect, or another doubt; inactive = no such curve, though single readings can be large; an effect the other way counts as inactive or inconclusive.

SMILES | TbPYK inhibitor | AmpC no deterg | Shiga toxin inh | CHX counter | Pf growth 48h | LmPK inh | Pf growth 96h
OCCOCCNc1ncnc2c1cnn2-c1ccccc1 | 5% | -26% | -12 | -2 | 1.3µM* | 0% | 63%[activator]
CCOC(=O)/C(C#N)=C\N(C)C | 1% | -6% | -9 | -4 | 8% | 2% | 10%
COc1ccc(OC)c(S(=O)(=O)N/N=C\c2ccc3c(c2)OCO3)c1 | -2% | -30% | 73* | 44* | 61%[activator] | 1% | -31%
CCOCCn1c(C)c(C(=O)OCC)c2cc(O)c3ccccc3c21 | -5% | ? | nt | nt | 2.3µM* | nt | 3.7µM*
O=C(CCCOc1ccccc1)Nc1cccc([N+](=O)[O-])c1 | 0% | -20% | 82* | 21* | 21% | -4% | 14%
COc1ccc(C(=O)/C=C/c2ccccc2)c(O)c1 | -5% | ? | 54* | 70* | 34%[activator] | -4% | 53%[activator]
Cc1cc2cc(CNC(=S)NC3CCCCC3)ccc2n1C | 2% | ? | 17 | -5 | ? | 14%[11.5 µM] | -11%
O=[N+]([O-])c1ccccc1/C=C/C=N/n1c(-c2cc(-c3ccccc3)n[nH]2)n[nH]c1=S | -28% | ? | -14 | 5 | -28% | -2% | 5%
O=C(OC1CCOC1=O)c1cc(-c2ccc(Br)cc2)nc2ccccc12 (stereo not given) | -6% | 4% | -6 | -1 | 0% | 0% | -1%
O=C(NNC(=S)NC(=O)c1cccc([N+](=O)[O-])c1)c1ccc(Br)cc1 | -6% | -57% | 10 | -4 | -16% | 5% | 33%[activator]

Record cards (already shown).
Listed for O=C(NNC(=S)NC(=O)c1cccc([N+](=O)[O-])c1)c1ccc(Br)cc1 = TbPYK inhibitor = -6%; AmpC no deterg = -57%; Shiga toxin inh = 10; CHX counter = -4; Pf growth 48h = -16%; LmPK inh = 5%; Pf growth 96h = 33%[activator]
Listed for Cc1cc2cc(CNC(=S)NC3CCCCC3)ccc2n1C = TbPYK inhibitor = 2%; AmpC no deterg = ?; Shiga toxin inh = 17; CHX counter = -5; Pf growth 48h = ?; LmPK inh = 14%[11.5 µM]; Pf growth 96h = -11%

Carrying on:
SMILES | TbPYK inhibitor | AmpC no deterg | Shiga toxin inh | CHX counter | Pf growth 48h | LmPK inh | Pf growth 96h
NS(=O)(=O)c1ccc(NC(=O)/C=C/c2ccc3c(c2)OCO3)cc1 | 2% | -26% | 18 | 5 | 21% | 2% | 31%[activator]
CCCc1cc(=O)[nH]c(SCc2cc(Cl)ccc2OC(F)F)n1 | 2% | -42% | 34 | 4 | 35%[activator] | -4% | 173%[activator]
CC(CN1CCOCC1)OC(=O)C(c1ccccc1)c1ccccc1 (stereo not given) | 15% | 55% | -3 | -3 | 9% | -3% | ?
O=C(/C=C/c1ccc(Cl)cc1)N1CCN(c2ncccn2)CC1 | nt | -1% | -2 | -5 | nt | -3% | -7%
COc1ccc(C2C(C(=O)NCc3cccnc3)c3ccccc3C(=O)N2C)cc1OC (stereo not given) | 5% | 0% | -37 | 8 | 4% | 1% | -10%
CCOc1ccccc1NC(=O)N1CCCC1C(=O)NCc1ccco1 (stereo not given) | 7% | 5% | 5 | 4 | 0% | 1% | 0%
COc1cccc(/C=C/C(=O)Nc2ccc(C(=O)Nc3cccc(S(N)(=O)=O)c3)cc2)c1OC | 0% | -12% | -3 | 5 | 26% | 3% | -13%
O=C(CSc1nncs1)Nc1nnc(-c2ccccc2)o1 | -4% | -17% | -11 | -2 | 0% | -3% | 12%
COc1ccccc1CCNC(=O)C(=O)NCC1OCCN1S(=O)(=O)c1ccc(Br)cc1 (stereo not given) | -1% | -6% | -4 | -2 | ? | -2% | -20%
CC(C)Oc1cc(NC(=O)CS(=O)CC(=O)Nc2cccc(C(F)(F)F)c2)c(Cl)cc1Cl (stereo not given) | -2% | 4% | -5 | -4 | 38%[activator] | 6% | -11%
COc1cc2cc(C)c(SCC(=O)N3CCOCC3)nc2cc1OC | -9% | 18% | -13 | -5 | 12% | -3% | ?
Nc1nc(SCc2ccc3c(c2)OCCO3)n[nH]1 | -1% | nt | 71* | 21 | 38%[activator] | 4% | 18%[5.75 µM]
CCOC(=O)c1sc2ccc(S(=O)(=O)N3CCOCC3)cc2c1N | 8% | -5% | -21 | -2 | 0% | -3% | -24%
CC(C)N1CCC(N2CCN(CC#Cc3ccccc3)CC2CCO)CC1 (stereo not given) | -1% | 0% | 30 | -1 | -8% | 4% | ?
COc1ccc(-n2cnc3ccccc3c2=O)c([N+](=O)[O-])c1 | 3% | -10% | -6 | 2 | 8% | -7% | -11%
CC1(c2ccccc2)NC(=O)N(CC(=O)Nc2nc(-c3ccccn3)cs2)C1=O (stereo not given) | -17% | -18% | nt | nt | -80% | nt | ?
O=C(Cc1cccs1)Nc1cccc(-c2nc3ccccc3[nH]2)c1 | -3% | -16% | 3 | 11 | -15% | -1% | -8%
COc1ccccc1CN(C)C(=O)c1ccc(COc2ccccc2)cc1 | 0% | 41% | 16 | 11 | 2% | 0% | 16%
CC(C)c1ccc2[nH]c(O)c(N=NC(=O)c3ccc(CSc4nncn4C)cc3)c2c1 | 0% | -28% | -12 | -3 | -17% | 0% | 5.2µM*
Cc1ccccc1-c1noc(CCC(=O)NCC2CCCO2)n1 (stereo not given) | -11% | -19% | 49 | 2 | -17% | 8% | nt
Cc1cccc(N2CC(C(=O)O)CC2=O)c1C (stereo not given) | -4% | -10% | 0 | 1 | ? | -4% | 76%[activator]
CCCN1C(=O)C2(/C(=C(\O)c3ccc4c(c3)OCCO4)C(=O)C(=O)N2CCCOC)c2ccccc21 (stereo not given) | -2% | -4% | 23 | -2 | ? | -3% | -22%
O=C(NCc1ccccc1)c1cccc(NS(=O)(=O)c2cccc3cccnc23)c1 | 6% | -28% | -1 | 1 | 12% | 3% | 4%
O=C(CSc1ncnc2ccccc12)NCCc1ccccc1 | 0% | -20% | -6 | -1 | 16% | -1% | 5%
Cc1ccc2c(c1)N(S(=O)(=O)c1ccc(CN3C(=O)c4cccnc4C3=O)s1)CCO2 | -2% | 58% | 9 | 10 | 25% | -2% | 4.1µM*
O=C(CCl)N(Cc1ccccc1)c1ccccc1 | 3% | -29% | 6 | 26* | 10µM* | -2% | ?
Cc1ccc(N=Nc2c(C)[nH]n(-c3ccccc3)c2=O)cc1Br | 5% | -17% | 17 | 5 | 2% | 5% | 8%
CCOc1ccc(CN(C)c2ccc(S(=O)(=O)N3CCN(C)CC3)cc2[N+](=O)[O-])cc1OC | -3% | 186%[activator] | nt | nt | ? | nt | ?
O=C(c1ccco1)N1CCN(C(c2ccccc2)c2nnnn2Cc2cccs2)CC1 (stereo not given) | -1% | 59% | 30 | 21 | -53% | 1% | -11%[5.75 µM]
CCn1c(C(C)NC(=O)c2cccc(C)c2)n[nH]c1=S (stereo not given) | ? | -24% | 4 | -1 | 8% | 2% | 0%
CCCCNC(=O)c1cc(-c2ccc(OC)cc2)on1 | -13% | 12% | 194* | 52* | 130%[activator] | -10% | ?
Cc1c(Cl)cccc1NCC(=O)NN=C1CCCC1 | -1% | 67%[activator] | 7 | 8 | 20% | 2% | -1%
O=C(O)C1C2CCC(C2)C1C(=O)Nc1cccc([N+](=O)[O-])c1 (stereo not given) | 2% | -6% | -10 | -4 | 10%[0.00184 µM] | 1% | ?
COc1cccc(C(c2c(NC(=O)c3ccco3)sc(C)c2C)N2CCOCC2)c1 (stereo not given) | 1% | 53% | nt | nt | 4.7µM* | nt | 3.3µM*
O=C(O)c1cccc(NC(=O)c2cccc(S(=O)(=O)N3CCCCC3)c2)c1 | 0% | -18% | 5 | -3 | 240%[activator] | 1% | ?
O=C(Nc1nc(-c2ccccc2)cs1)c1ccc(=O)[nH]c1 | -1% | -23% | 67* | 24* | 28% | 3% | 61%[activator]
Cc1cc(C(F)(F)F)n2nc(-c3sccc3-n3cccc3)cc2n1 | -13% | -21% | -14 | -2 | -16% | -6% | ?
Cc1cc(C)c(S(=O)(=O)c2cc(F)ccc2C)c(=O)[nH]1 | 3% | -13% | -5 | 2 | 23% | 1% | 23%
Cc1cc(N2CCN(c3ccccn3)CC2)n2cc(-c3ccccc3)nc2n1 | 6% | 109%[activator] | 8 | -1 | 13µM* | 2% | 6.6µM*
CCN(CC)S(=O)(=O)c1ccc(C(=O)Nc2cc(C)cc(C)c2)cc1 | -1% | -8% | -13 | -2 | ? | 4% | ?
COCCCn1c(=O)/c(=C\c2ccccc2OC(F)F)s/c1=C(/C#N)C(N)=O | -1% | -9% | 6 | 22 | ? | 5% | 1%
CCNCc1cc(Br)c(OCC(=O)Nc2ccccc2)c(OC)c1 | nt | -4% | -4 | -5 | ? | 1% | ?
CC(=O)C1=C(C)NC(=O)CC1c1ccc(Br)cc1 (stereo not given) | 3% | 0% | -11 | -3 | -15% | 3% | -2%
OCCOCCN1CCN(C2=Nc3ccccc3Sc3ccccc32)CC1 | -9%&4%&0% | 200%[activator] | -3&-3&-1 | 2&-2&4 | -7%&-26% | -7%&-18% | ?
O=C(COC(=O)c1cccc2c1C(=O)c1ccccc1C2=O)NC1CCCCC1 | -1% | 38% | -11 | -7 | ? | 0% | ?
OCC[C@@H]1C[C@H](O)[C@@H](O)[C@@]2(OCCc3ccccc32)O1 | -16% | -2% | -3 | -2 | 4% | 0% | 46%[activator]
COc1cc(SC)ccc1C(=O)Nc1ccc2c(c1)OCCO2 | -17% | -7% | 64 | 34* | 118%[activator] | -21% | 0%
COc1ccc(OC)c(NC(=O)CCCSc2ccccc2)c1 | 3% | -30% | 47 | 5 | ? | -2% | 11%
Cc1cccc(-n2cc(-c3ccccc3)c3c(=O)[nH]cnc32)c1 | -3% | -6% | -11 | -2 | ? | 1% | ?
COc1ccc(CCN(C)Cc2c(O)ccc3ccccc23)cc1OC | 0% | -7% | 26 | 30 | -14% | 1% | 17%

Other results follow:
SMILES | TbPYK inhibitor | AmpC no deterg | Shiga toxin inh | CHX counter | Pf growth 48h | LmPK inh | Pf growth 96h
OCCN1CCN(CCOc2cccc(Cl)c2)CC1 | -3% | 13% | 38 | 1 | 22% | 6% | 1.7µM*
COc1ccc(NC(=O)c2ccc3nc[nH]c3c2)c(OC)c1 | -1% | -27% | 11 | 10 | 19% | 4% | 42%[activator]
N#C/C(=C/c1ccc(N2CCCCC2)o1)C(=O)NCCc1c[nH]c2ccccc12 | -20% | -22% | -10 | -3 | -24% | 3% | 16%
COc1ccc2c(c1)SC(C)CC2=O (stereo not given) | -3% | 1% | 19 | 4 | 10% | 3% | nt
CN1CCN(NC(=O)c2cc(Br)ccc2Cl)CC1 | 2% | 0% | 25 | 6 | 19% | 3% | 13%
O=C(CN1C(=O)/C(=C/c2ccccc2)SC1=S)Nc1cccnc1 | 5% | -17% | 4 | 5 | 4% | 1% | 63%[activator]
